High-throughput results as filed in PubChem.
Jurkat NFkB inh – inhibitors of induced NF-kB luciferase reporter, primary screen, TCR NF-kB activation inhibitor project, cell-based, luminescence, uHTS; Jurkat, PMA/ionomycin-induced NF-kB luciferase reporter; inhibition, % at 4 µM; 330,000 compounds, 0.53% hits
697 NFkB inh – inhibitors of PMA/ionomycin-induced NF-kB reporter, 697 cells, primary screen, B-cell NF-kB inhibitor project, cell-based, luminescence, uHTS. 697 B-cell NF-kB luciferase reporter, 16 h. inhibition, % at 4 µM. 330,000 compounds, 0.33% hits; in the data active means inhibition above about 35%
Apaf1 inhib – inhibitors of human Apaf-1 apoptosome, primary screen, biochemical, DEVD-Rh110 fluorescence, uHTS; AID 489030, 2010; reconstituted apoptosome caspase-3 activity; Apoptotic protease-activating factor 1 (Homo sapiens), O14727; inhibition, % at 20 µM; 330,000 compounds, 0.71% hits; active means inhibition of at least 40% at 20 µM;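 further: plate controls were DMSO wells for no effect and DEVD-CHO caspase inhibitor wells for full effect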
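Medium: Hepes buffer, pH 7.5 / System: biochemical Apaf-1 apoptosome reconstitution / Measured by: Rh110 fluorescence, excitation 480 nm, emission 540 nm / Times: compound with Apaf-1, dATP, procaspase-3 30 min, then 50 min reaction, room temperature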
UBC13 polyUb – UBC13 polyubiquitin chain formation inhibitors, primary screen, biochemical, TR-FRET, uHTS | inhibition, % at 20 µM | Ubiquitin-conjugating enzyme E2 N (Homo sapiens), P61088 | 330,000 compounds, 0.47% hits; in the data active means inhibition above about 45%, passing the limit was not always enough
Target sequence (P61088 whole entry, looked up): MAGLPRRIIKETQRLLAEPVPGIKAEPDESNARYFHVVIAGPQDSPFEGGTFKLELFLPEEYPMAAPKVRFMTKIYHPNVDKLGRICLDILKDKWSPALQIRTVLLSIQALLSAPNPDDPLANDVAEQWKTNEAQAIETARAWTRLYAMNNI
Gli-Sufu antag – Gli-Sufu pathway antagonists, primary screen, luciferase luminescence, Sufu-KO-LIGHT cells, uHTS | Sufu-KO-LIGHT fibroblasts, Gli luciferase reporter luminescence | inhibition, % at 5 µM | 340,000 compounds, 0.74% hits;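 active means inhibition above about 55%, limit read from the data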;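 further: 0% = DMSO-treated cells and 100% = wells with medium but no cells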
CCR6 antag – CCR6 receptor antagonists, primary screen, cell-based, CHO-K1, luminescence, beta-arrestin, uHTS | C-C chemokine receptor type 6 (Homo sapiens), P51684 | CHO-K1 CCR6 PathHunter beta-arrestin, CCL20-stimulated | inhibition, % at 20 µM | 340,000 compounds, 0.49% hits | AID 493098, 2011;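 active means compounds whose inhibition of the agonist-driven luminescence signal at 20 µM reaches about 50%, limit read from the data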;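 further: cells stimulated with CCL20 at 14 nM final; plate controls were DMSO with CCL20 for no effect and DMSO without agonist for full effect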
Target sequence (P51684 whole entry, looked up): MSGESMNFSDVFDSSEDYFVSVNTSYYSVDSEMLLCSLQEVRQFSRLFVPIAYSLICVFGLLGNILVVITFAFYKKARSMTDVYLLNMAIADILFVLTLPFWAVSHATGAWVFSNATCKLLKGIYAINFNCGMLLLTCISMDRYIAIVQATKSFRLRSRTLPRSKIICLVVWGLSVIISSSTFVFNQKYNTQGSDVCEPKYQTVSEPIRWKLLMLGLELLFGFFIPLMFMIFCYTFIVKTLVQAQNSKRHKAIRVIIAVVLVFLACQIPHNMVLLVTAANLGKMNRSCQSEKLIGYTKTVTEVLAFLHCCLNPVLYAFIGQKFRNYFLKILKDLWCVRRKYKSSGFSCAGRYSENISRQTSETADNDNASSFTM
EBI2 block – EBI2 receptor antagonists, beta-arrestin recruitment, primary screen, cell-based, luminescence, 7a,25-OHC stimulation, uHTS; 7a,25-OHC stimulated; inhibition, % at 5 µM; AID 651636, 2012; G-protein coupled receptor 183 (Homo sapiens), P32249; 360,000 compounds, 0.81% hits; in the data active means inhibition above about 38%;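 further: enzyme fragment complementation signal reports receptor beta-arrestin coupling in cells; 0% = agonist plus DMSO wells and 100% = wells without agonist; some results beyond the cut were filed as inactive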
Target sequence (P32249 whole entry, looked up, the tested form may be a part): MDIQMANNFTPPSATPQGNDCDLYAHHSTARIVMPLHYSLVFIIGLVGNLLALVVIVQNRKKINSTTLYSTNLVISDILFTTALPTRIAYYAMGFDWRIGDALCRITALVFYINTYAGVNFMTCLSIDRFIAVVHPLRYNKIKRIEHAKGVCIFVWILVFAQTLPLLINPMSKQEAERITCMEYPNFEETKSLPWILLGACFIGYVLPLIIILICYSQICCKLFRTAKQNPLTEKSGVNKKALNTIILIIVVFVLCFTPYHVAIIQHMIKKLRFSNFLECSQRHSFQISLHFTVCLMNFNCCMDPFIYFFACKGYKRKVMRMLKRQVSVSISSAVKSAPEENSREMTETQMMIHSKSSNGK
SENP8 block – SENP8 protease inhibitors, primary screen, biochemical, luminescence. Sentrin-specific protease 8 (Homo sapiens), Q96LD8. purified SENP8, Z-RLRGG-aminoluciferin cleavage. inhibition, % at 10 µM. 330,000 compounds, 1.2% hits. AID 2540, 2010
The depositor's hits bear a star; . = not tested or not shown. Unless noted, no stated cut-off is given here; in the data, active means inhibition above about 50%; inactive means the rest.

| structure | CCR6 antag | 697 NFkB inh | Gli-Sufu antag | Jurkat NFkB inh | UBC13 polyUb | EBI2 block | Apaf1 inhib | SENP8 block |
| --- | --- | --- | --- | --- | --- | --- | --- | --- |
| COc1ccc2cc(OC)c(C(=O)N3CCOCC3)cc2c1 | -19 | -5 | 3 | -3 | 16 | -5 | -7 | 2 |
| CC(=O)C1=C(O)C(=O)N(c2nccs2)C1c1ccccc1F (stereo unspecified) | -9 | -8 | 2 | -13 | 0 | -3 | 12 | -5 |
| Cc1nn(C)c(C(=O)Nc2ccc(Br)cc2F)c1Br | 0 | -13 | -2 | -13 | 5 | -3 | -4 | 1 |
| CC(C)c1nc(SCC(=O)Nc2ccc3c(c2)OCCO3)c2c(=O)n(C)c(=O)n(C)c2n1 | -4 | 8 | -4 | 10 | -6 | -13 | 5 | -1 |
| COc1ccc(OCC(=O)N2CCN(C(=O)c3ccc(F)cc3)CC2)cc1 | 7 | -31 | -17 | 4 | -3 | 79* | 4 | 4 |
| COc1ccc(NC(=O)c2ccc(NC(=O)CN3CCC(C(N)=O)CC3)cc2)cc1 | 4 | -8 | -13 | -16 | -16 | 13 | -1 | -11 |
| Cc1c(-c2cccc(NC(=O)c3ccco3)c2)nc2ncccn12 | 9 | 19 | 5 | -1 | 20 | -17 | -10 | 11 |
| O=C(COc1ccc(Cl)cc1Cl)N(C1CCCCC1)C1CCS(=O)(=O)C1 (stereo unspecified) | 5 | -4 | 3 | 6 | -3 | 4 | 5 | -6 |
| COc1cccc(NC(=O)CN2C(=O)c3cccnc3Oc3ccc(Cl)cc32)c1 | 3 | -9 | -2 | -7 | 2 | 7 | 8 | -5 |
| CC1=C(C(=O)OC2CCCCC2)C(c2ccc(C)o2)C2=C(CC(C)(C)CC2=O)N1 (stereo unspecified) | 0 | -25 | 9 | -10 | 3 | 11 | 20 | -2 |
| Cc1ccc2c(c1)nnn2C1CCN(CC(=O)NCc2ccccc2F)CC1 | 11 | 6 | 2 | 12 | 3 | -1 | -10 | -2 |
| Cc1ccccc1-n1nc2c(c1NC(=O)c1cccs1)CS(=O)(=O)C2 | -1 | -8 | -10 | 13 | -8 | -13 | -8 | 7 |
| Cc1noc(C)c1C(=O)Nc1nc2ccc(Cl)cc2s1 | 2 | -83 | -52 | -20 | 8 | -5 | -5 | 95* |
| O=S(=O)(Cc1ccccc1Cl)c1ncn[nH]1 | -11 | 12 | 1 | 0 | 4 | -10 | -11 | -2 |
| CCOC(=O)CSc1cc(CSc2ccccc2)nc(-c2ccccc2)n1 | 38 | -4 | 10 | 0 | 3 | -9 | 16 | 1 |
| CC(C)(C)CN1CCN(CCCc2ccccc2)C(CCO)C1 (stereo unspecified) | 1 | -10 | -15 | -15 | 3 | 5 | -5 | -13 |
| CCOC(=O)c1cc(-c2cc(OC)c(OC)c(OC)c2)nc2c1c(=O)[nH]c(=O)n2Cc1ccccc1 | 35 | 6 | 7 | 11 | 21 | 29 | 30 | -6 |
| COc1ccc(Br)c(/C=N/NC(=O)COc2ccc(-c3ccccc3)cc2)c1 | 4 | -5 | 1 | -5 | -12 | -5 | 11 | -7 |
| Cc1ccc(C(=O)C(C)OC(=O)C2CCN(c3ccc(C(F)(F)F)cn3)CC2)cc1C (stereo unspecified) | 14 | -5 | -13 | -8 | -4 | 7 | 9 | -6 |
| CCCn1c(C(C)NC(C)=O)nc2ccccc21 (stereo unspecified) | 0 | 2 | 2 | 1 | 1 | -12 | -1 | -8 |
| Cc1ccc(-n2ncc3c(=O)n(CC(N)=O)cnc32)cc1C | -3 | -20 | -2 | -15 | -3 | -11 | 12 | -9 |
| O=C(NCc1cccc(Cl)c1)C1CCC(=O)N(CCCN2CCOCC2)C1 (stereo unspecified) | 3 | -19 | -11 | -5 | -6 | 3 | 10 | -5 |
| CC(=O)c1ccc(NC(=O)C(C)NCc2ccccc2Cl)cc1 (stereo unspecified) | 6 | -1 | -11 | -17 | -1 | 5 | 5 | 3 |
| CCn1c(SCC(=O)Nc2nc(C)c(C)s2)nc2cccnc21 | -1 | 2 | 4 | 3 | 10 | 1 | -6 | 1 |
| CC1=CC(=O)C=C(C)C1=NOc1ccc([N+](=O)[O-])cc1 | 1 | 3 | -1 | 5 | 4 | -11 | -11 | -4 |
| O=C(CCn1nc(-c2ccccc2)ccc1=O)N1CCCC1 | 7 | -12 | -1 | -4 | -14 | -5 | -6 | -11 |
| Cc1c(C(=O)N2c3ccccc3CC2C)oc2ccccc12 (stereo unspecified) | 22 | -124 | -91 | -59 | 6 | 23 | 13 | 68* |
| Cc1cc(O)c(C(C)C)cc1NC(=O)Cn1nc(C)c2ccccc2c1=O | 6 | -47 | 4 | -8 | 1 | -4 | 2 | -2 |
| CC(=O)Nc1nc(SCc2ccc(Cl)cc2Cl)n[nH]1 | 1 | -9 | -19 | -10 | -6 | -6 | -7 | -10 |
| O=C(c1cccn(Cc2cccc(Cl)c2)c1=O)N1CCOCC1 | 6 | 10 | -2 | 15 | -4 | -3 | 3 | 3 |
| NS(=O)(=O)c1ccc(NC(CNS(=O)(=O)c2ccccc2)c2ccccc2)cc1 (stereo unspecified) | -2 | 2 | -1 | 6 | 15 | 12 | 4 | 1 |
| CCc1nc2n[nH]c(N)c2c2c1CSC(C)(C)C2 | -26 | -14 | 7 | 8 | 5 | -15 | -3 | 3 |
| O=C(Nc1ccc(Cl)cn1)C1CCCN1S(=O)(=O)c1ccc(Cl)cc1 (stereo unspecified) | 0 | 7 | -1 | 14 | 2 | -5 | -21 | 3 |
| CCOc1cc(C(=O)NCCN2C(=O)S/C(=C\c3cccnc3)C2=O)cc(OCC)c1OCC | -15 | 7 | 1 | 10 | -5 | -4 | -16 | -4 |
| CSc1cccc(NS(=O)(=O)c2ccc(C(C)=O)cc2)c1 | 17 | -27 | 13 | 24 | 1 | 7 | -14 | 1 |
| Cc1ccc(Nc2nc(CSc3nnc(-c4ccccc4)n3C)cs2)cc1 | 19 | 0 | -41 | 2 | -7 | -1 | 17 | -11 |
| O=C(Nc1ccc(NC(=O)c2ccco2)c(Cl)c1)c1cccc([N+](=O)[O-])c1 | -18 | 0 | -7 | -7 | 1 | -4 | -7 | -3 |
| O=C(CCC(=O)NNC(=O)Nc1ccc(Cl)cc1)NCc1ccccc1 | -8 | 10 | 2 | -9 | -15 | 2 | -3 | -7 |
| O=C(NCc1ccc(Cl)cc1)c1ccncc1 | 14 | -9 | 8 | -3 | 2 | 1 | -2 | -1 |
| COc1ccc(C2CC(c3cccc(C)c3)n3ncnc3N2)cc1 (stereo unspecified) | 3 | -8 | 3 | 6 | 4 | 4 | -5 | -9 |
| CONC(=O)Nc1ccccc1[N+](=O)[O-] | 9 | 21 | -1 | 1 | 4 | -8 | -5 | 6 |
| COc1ccc(N(CC(=O)Nc2ccccc2C)S(=O)(=O)c2c(C)[nH]c(=O)[nH]c2=O)cc1 | 5 | 6 | -2 | -3 | -2 | -7 | -1 | -2 |
| CC(=O)c1cccc(CN2CCCC(C(=O)Nc3cccc(-n4cccn4)c3)C2)c1 (stereo unspecified) | 2 | 13 | 16 | 6 | 6 | 2 | 7 | 3 |
| O=C(CSc1ccncc1)Nc1ccc(S(=O)(=O)Nc2nccs2)cc1 | -17 | 10 | 4 | 10 | -5 | -1 | -6 | 0 |
| CC1=NN(c2ccccc2)C(=O)/C1=C\c1cn(-c2ccccc2)nc1C | 24 | 12 | 18 | -1 | -2 | 18 | 23 | -3 |
| COC(=O)c1ccc(CSc2cc(C)c3ccccc3n2)o1 | 0 | 0 | -2 | 5 | -3 | -2 | 11 | -3 |
| O=C(Nc1cccc(Cl)c1)C1C2C=CC3(O2)C1C(=O)N(CCN1CCCCC1)C3C(=O)NC1CCCCC1 (stereo unspecified) | -2 | -5 | -11 | -14 | 11 | -5 | 8 | 1 |
| CC(=O)Nc1ccc(NC(=O)C(C)OC(=O)CCCOc2ccc(Cl)c(C)c2)cc1 (stereo unspecified) | 1 | 2 | 6 | 9 | 6 | 32 | 2 | 4 |

Records above marked active in EBI2 block.
structure	CCR6 antag	697 NFkB inh	Jurkat NFkB inh	UBC13 polyUb	EBI2 block
COc1ccc(OCC(=O)N2CCN(C(=O)c3ccc(F)cc3)CC2)cc1	7	-31	4	-3	79*

(list continues)
| structure | CCR6 antag | 697 NFkB inh | Gli-Sufu antag | Jurkat NFkB inh | UBC13 polyUb | EBI2 block | Apaf1 inhib | SENP8 block |
| --- | --- | --- | --- | --- | --- | --- | --- | --- |
| CCCc1nc2ccc(NC(=O)c3cccs3)cc2c(=O)n1Cc1ccccc1Cl | -8 | -5 | 11 | 10 | -4 | 27 | 9 | 1 |
| NCCCn1cnc2ccccc21 | 3 | 2 | -4 | 6 | -7 | -7 | 12 | -9 |
| CCn1c(=O)cc(OCC(=O)N2CCCCCC2)c2ccccc21 | -4 | 13 | 20 | -17 | -10 | 1 | 9 | 2 |
| CCN(C(=S)NC(=O)c1ccco1)c1cccc2ccccc12 | 4 | 0 | 7 | 6 | -21 | -15 | 82* | 33 |
| Cc1cc(C)c2c(N)c(C(=O)NCc3ccco3)sc2n1 | -19 | 16 | 8 | -3 | 6 | -3 | -7 | -2 |
| CC(C)[C@H]1COCCS(=O)(=O)N1Cc1ccccc1-c1ccc(F)cc1 | 22 | -10 | 6 | . | . | 9 | 25 | . |
| O=C(c1ccc(Cl)cc1)N1CCN(S(=O)(=O)/C=C/c2ccccc2)CC1 | 28 | 9 | -26 | 17 | 3 | 92* | 23 | 0 |
| CCOc1ccc2nc(NC(=O)CCn3cccc3)sc2c1 | 3 | -29 | -39 | -3 | -2 | 1 | 3 | 12 |
| CC(Cc1ccccc1)NC(=O)CSc1nc2nc3c(cc2c(=O)n1-c1ccccc1)COC(C)(C)C3 (stereo unspecified) | 4 | 21 | -4 | 3 | -2 | 7 | 1 | 4 |
| Cc1ccc(NC(=O)Cc2c(F)cccc2Cl)cc1S(=O)(=O)N1CCOCC1 | 13 | -15 | 0 | -15 | 5 | 9 | 2 | 12 |
| CCCCCNC(=O)C1CCC(Cn2c(=S)[nH]c3ccccc3c2=O)CC1 (stereo unspecified) | 12 | -24 | 5 | 10 | -5 | 8 | 14 | -7 |
| CCCCNC(=O)NNC(=O)c1ccc(F)cc1 | 6 | -23 | 5 | -13 | -7 | -29 | -10 | 1 |
| Cc1ccccc1OCCNC(=O)c1ccc2ccccc2n1 | 21 | -125 | -89 | -103 | 1 | 5 | 11 | 19 |
| O=C(N/N=C/c1ccccc1OCc1ccccc1)c1cccs1 | 18 | 13 | -13 | -7 | 11 | -20 | 16 | 3 |
| CC(=C1C(=O)c2ccccc2C1=O)N1CCN(C/C=C/c2ccccc2)CC1 | 17 | -12 | 11 | 8 | -20 | 21 | 3 | 8 |
| O=C(C1CC1)N1CCN=C1SCc1cccc(C(F)(F)F)c1 | 0 | -5 | 6 | 1 | 0 | 0 | 9 | 2 |
| COc1cccc(OC)c1OCCOCCn1cnc2ccccc2c1=O | -15 | -15 | 0 | -18 | -8 | 9 | -10 | -10 |
| CCOC(=O)C1CCN(S(=O)(=O)c2ccc(NC(=O)OC)cc2)CC1 | 7 | 1 | -11 | 20 | 3 | -8 | 2 | 4 |
| CCCn1nc(Oc2nc(NC(C)C)nc(N(C)C)n2)ccc1=O | 3 | 7 | -14 | -10 | -2 | -20 | 5 | -11 |

These rows are one share of the data. The share of hits here may be higher or lower than overall.
